Assay outcomes (PubChem)
MKP-3 inhibition – MKP-3 phosphatase inhibitors, primary screen, biochemical, rat enzyme, in vitro (AID 425) | Dual specificity protein phosphatase 6 (Rattus norvegicus) | recombinant MKP-3 phosphatase activity, fluorescence; higher % means a stronger effect | one-dose inhibition, % at 20 µM; IC50 in µM for titrated hits | 110,000 tested, 0.17% active; in the data active means inhibition above about 50%;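 further: plate controls were vehicle for no effect and reference inhibitor for full effect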
Hsp70 inhibitors – Hsp70 inhibitors, probe displacement, primary screen, biochemical, fluorescence polarization (AID 583). one-dose displacement, % at 20 µM; IC50 in µM for titrated hits. Heat shock 70 kDa protein 1A (Homo sapiens). Hsp70 fluorescence polarization probe displacement, mP; higher % means a stronger effect. 140,000 tested, 0.06% active; in the data active means displacement above about 50%;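 further: plate controls were vehicle for no effect and reference ligand for full effect; a part of the inactive calls stands beside numbers as strong as those of hits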
The depositor's hits bear a star; x = no result given; & = joins results of further samples.

Start of the data: the first 2 records, to show the layout:
SMILES	MKP-3 inhibition	Hsp70 inhibitors
Cc1cc2n(n1)SC(Nc1ccc(F)cc1)N2 (stereo not given)	x	-1.5%
COc1ccc(CNC(=S)Nc2cccc(C)c2)cc1	x	1.4%

The whole of this part (from the top)
SMILES	MKP-3 inhibition	Hsp70 inhibitors
Cc1cc2n(n1)SC(Nc1ccc(F)cc1)N2 (stereo not given)	x	-1.5%
COc1ccc(CNC(=S)Nc2cccc(C)c2)cc1	x	1.4%
c1ccc(-c2ccc(C(c3ccccc3)n3ccnc3)cc2)cc1 (stereo not given)	-1.0%	-2.2%
Cc1cc(F)ccc1NCc1ccccn1	-1.3%	-0.1%
O=C(CSc1ccc(/C=N/NC(=O)c2cccc(F)c2)o1)Nc1ccccc1	2.9%	-4.5%
O=C(Cc1cccs1)N1CCC(c2nc3c(nnn3Cc3ccccc3Cl)c(=O)[nH]2)CC1	-8.0%	4.6%
CC(=O)c1cccc(Nc2ncnc3ccc(Br)cc23)c1	4.0%	4.2%
O=C(O)CCCCCN1C(=O)C(=O)/C(=C(/O)c2ccccc2)C1c1ccc(Cl)cc1 (stereo not given)	-0.4%	-6.5%
C=CCn1c(SCC(=O)NCCCO)nc2sc(C)c(C)c2c1=O	-2.2%	4.1%
CC1Cn2c(nnc2-c2ccc(F)cc2)S1 (stereo not given)	-4.6%	0.2%
Cc1occc1-c1nnc(SCC(=O)N2CCN(c3ccccc3)CC2)n1C	-3.4%	0.8%
CCOC(=O)c1cc(NC(=O)N(CC)C2CCCCC2)c(C)nc1C	x	2.0%
CCOC(=O)c1c(NC(=O)Cc2ccc(OC)cc2)sc(C(=O)Nc2cc(C(F)(F)F)ccc2Cl)c1C	4.7%	-1.6%
CC(C)(C)C(=O)Nc1cccc(C(=O)Nc2ccc(O)cc2)c1	1.6%	-4.4%
O=C1C2ON(c3ccccc3)C(c3ccccn3)C2C(=O)N1c1cccc(C(F)(F)F)c1 (stereo not given)	0.8%	4.9%
CC(C)CCNS(=O)(=O)c1ccc(Cl)cc1	-3.3%	1.9%
COc1cccc(NC(=O)N2CCN(c3cccc(C)c3C)CC2)c1	-6.1%	-4.8%
CCN(Cc1ccccc1)C(=O)Cn1cnc2c1c(=O)n(C)c(=O)n2C	-5.6%	3.4%
Cc1cc(=O)n2nc(N3CCC(C(=O)NCCc4ccccc4)CC3)sc2n1	6.4%	1.7%
Cn1c(NCCN2CCOCC2)nc2c1c(=O)n(Cc1cccc(Cl)c1)c(=O)n2C	8.7%	-0.6%
O=C(Nc1ccc(Oc2ccc(NC(=O)c3ccco3)c(NC(=O)c3ccco3)c2)cc1)c1ccco1	-7.4%	-6.2%
O=S(=O)(c1ccc2c(c1)OCCO2)N(Cc1ccc(F)cc1)Cc1nnc(-c2cccs2)o1	-2.2%	6.0%
Cc1ccc(NC(=O)C2CCN(S(=O)(=O)c3cnc[nH]3)CC2)nc1	11.2%	1.8%
O=C(NCCCO)Nc1ccc2nc(-c3ccccc3)c(-c3ccccc3)nc2c1	3.4%	-5.9%
O=C1CC(NCc2ccc3c(c2)OCO3)C(=O)N1c1ccc(Br)cc1 (stereo not given)	0.2%	2.8%
CCOCCn1c(C(C)O)nc2ccccc21 (stereo not given)	x	-0.7%
Cc1cc(C)n(C(=O)CCC2COc3ccccc3O2)n1 (stereo not given)	-5.4%	18.5%
CC(C)(C)c1ccc(/C=C/C(=O)NCc2cccnc2)cc1	-0.2%	-2.4%
O=C(NC1CCCCC1)C1CCN(S(=O)(=O)N2CCCCCC2)CC1	6.5%	1.4%
COC(=O)c1ccc(OCC(=O)c2ccc(O)cc2O)cc1	-1.9%	-1.9%
COc1cccc(NC(=O)CCP(C)(=O)O)c1	-0.8%	1.2%
Cc1ccccc1/C=C1\SC(=S)N(Cc2ccccc2)C1=O	-1.1%	2.1%
c1ccc(-c2nnc(-c3ccccn3)nc2-c2ccccc2)cc1	-0.7%	-2.6%
O=C1C2CC=CCC2C(=O)N1c1n[nH]c(CCc2ccccc2)n1 (stereo not given)	x	5.9%
COc1ccc(C2C=C(Nc3ccccc3)C(=O)N2c2ccccc2)c(OC)c1 (stereo not given)	4.2%	4.9%
CCOC(=O)c1ccccc1NC(=O)CN(c1ccccc1CC)S(C)(=O)=O	3.6%	1.8%
C=CCSC1=C(C#N)C(c2ccccc2)CC(=O)N1 (stereo not given)	-6.0%	0.3%
Cc1c(/C(O)=C2\C(=O)C(=O)N(CCCN(C)C)C2c2ccccc2)cnn1-c1ccccc1 (stereo not given)	-4.8%	0.1%
COc1ccc([N+](=O)[O-])cc1NC(=O)/C=C/c1ccccc1	-0.2%	2.4%
Cc1c(C(=O)O)cnc2cc(-c3ccc(Cl)cc3)nn12	0.4%	3.7%
Brc1ccccc1OCCCCCCN1CCCCC1	-1.4%	5.8%
C=CCc1cccc(/C=N/NC(=O)c2cc(C(C)(C)C)[nH]n2)c1O	5.9%	-5.2%
COc1cc(CNc2ccccc2Oc2cc(=O)n(C)c(=O)n2C)cc(OC)c1OC	x	-0.9%
S=c1[nH]c2ccccc2n1CCOc1ccccc1	0.5%	-1.5%
CC(C)Sc1nc2c(c(=O)n(C)c(=O)n2C)n1Cc1ccc(Cl)cc1	-14.4%	-7.2%
CC(=O)N1C(=O)/C(=C\C(=O)c2ccc([N+](=O)[O-])cc2)c2ccccc21	4.5%	3.7%
C(=N\N1CCN(Cc2cccc3ccccc23)CC1)/c1ccccn1	4.2%	-1.8%
COc1cccc(C(=O)N2CCN(Cc3ccc(Cl)cc3)CC2)c1	0.2%	-1.6%
Cc1nc(NC(=O)CSc2nnnn2C)sc1C	x	4.1%
COc1ccc(CCCc2nnc(SCC(=O)Nc3ccc(C)c(C)c3)o2)cc1	x	6.8%
Cc1ccc(-c2csc3ncnc(Sc4nnc(CN5CCCCCC5=O)o4)c23)cc1	-2.7%	2.2%
CC1CCN(c2ccccc2N)CC1	-0.3%	-1.4%
CCCN(CCC)C(=O)c1ccc(C(=O)c2cc(OC)ccc2OC)cc1	1.0%	-4.0%
O=C(c1cccs1)N(C(=O)c1cccs1)c1ccccn1	-1.0%	2.5%
O=C(NCCN1CCCCC1)c1cc(OCC(F)(F)F)ccc1OCC(F)(F)F	x	-0.9%
Cc1cc(C(C)(C)C)ccc1OC(=O)Nc1ccccc1	-2.0%	4.1%
[O-][n+]1cc(O)c(Br)c2ccccc21	-3.0%	4.1%
O=C(O)c1ccccc1S(=O)(=O)c1ccccc1CO	-11.3%	1.0%
CN(C)CCNC(=O)C(C(=O)c1ccc(F)cc1)n1ccccc1=O (stereo not given)	-8.7%	-3.9%
CCOC(=O)c1[nH]c(C)c(C(=O)c2cc(F)ccc2F)c1C	-7.1%	2.0%
(listing goes on)
SMILES	MKP-3 inhibition	Hsp70 inhibitors
Cc1cccc(-n2c(SCC(=O)c3ccccc3)nc3ccccc3c2=O)c1	4.7%	-1.7%
COc1ccc(Cl)cc1NC(=O)C1=C(C)NC(=O)NC1c1ccc(Br)cc1 (stereo not given)	5.3%	1.5%
CC(C)(C)c1ccc(S(=O)(=O)N2CCN(CCC#N)CC2)cc1	5.0%	2.2%
O=C1NC(=S)N(C(=O)c2ccc(F)cc2)/C1=C/c1ccc(Br)cc1	7.6%	-0.2%
O=C(COc1ccc2cc(-c3nc4ccccc4s3)c(=O)oc2c1)OCc1ccccc1	3.2%	4.3%
COc1ccccc1-c1coc2cc(OC(=O)c3c(C)cc(C)cc3C)ccc2c1=O	2.2%	3.6%
OC(COc1ccc(Cl)c2ccccc12)CN1CCN(c2ccccn2)CC1 (stereo not given)	4.3%	-0.2%
Cc1c(NC(=O)OCCSc2nc(N(C)C)nc(N(C)C)n2)sc(=S)n1C	3.8%	x
COC(=O)C1CCN(C(=O)CSc2nnc(-c3ccncc3)o2)CC1	-8.7%	-1.5%
CCS(=O)(=O)n1nc(-c2ccccc2)cc1N	7.0%	2.9%
N[C@@H](C(=O)N[C@@H]1C(=O)N2C(C(=O)O)=C(Cl)CS[C@H]12)c1ccccc1	0.1%	10.1%
CC12CC3(C)CC(C)(C1)CC(NC(=O)N1CCCC1)(C2)C3	x	1.1%
O=C1NC(=O)/C(=C\c2ccc(OCc3ccc(F)cc3)cc2)N1	4.1%	-3.0%
Cc1ccc(C)c(NC2=NC3(CCCCC3)N=C(N)N2)c1	x	12.6%
O=C(CC(=O)c1ccccc1O)c1ccco1	0.6%	5.8%
CN(Cc1nnc(SCC(=O)NCCc2ccccc2)n1C)S(=O)(=O)c1ccccc1	3.6%	-5.3%
COc1ccccc1N(CC(=O)NCc1cccnc1)S(C)(=O)=O	-10.6%	2.0%
CC(C)CCNC(=O)c1ccc(C2SCC(=O)N2Cc2ccco2)cc1 (stereo not given)	x	3.6%
Cc1ccsc1/C=C1\SC(N2CCN(C)CC2)=NC1=O	4.3%	-3.6%
C#CCSC1=C(C#N)C(c2cccs2)C(C(=O)OCC)=C(C)N1 (stereo not given)	4.3%	1.6%
O=C(Nc1cnn(Cc2ccccc2)c1)c1nc2ncccn2n1	-3.6%	1.1%
COc1ccc(/C=C2/SC(=S)NC2=O)cc1OCc1ccc([N+](=O)[O-])cc1	8.2%	7.4%
O=C1CC(N2CCN(c3cccc(C(F)(F)F)c3)CC2)C(=O)N1c1ccccc1 (stereo not given)	-0.8%	0.1%
O=C(O)c1ccc(N2C(=O)CC(N3CCC(C(=O)O)CC3)C2=O)cc1 (stereo not given)	-0.5%	1.2%
O=C(C1CC1)N1CCc2cc(S(=O)(=O)NCC3COc4ccccc4O3)ccc21 (stereo not given)	7.0%	-0.9%
Cc1nc2sc(C(c3cccc(F)c3)N3CC(C)OC(C)C3)c(O)n2n1 (stereo not given)	-5.0%	7.4%
Cn1nc(CC(=O)NC2CCCCC2)c2ccccc2c1=O	x	0.4%
O=C(c1cc(F)c(F)cc1Br)N1CCOCC1	1.5%	0.4%
O=C(Nc1nnc(COc2ccccc2)s1)C1CCN(S(=O)(=O)c2ccc(Cl)cc2)CC1	x	5.5%
O=C(NCCO)C(c1ccccc1)c1ccccc1	-7.5%	3.1%

Filtered by structure: those above with a tert-butyl group (five)
SMILES	MKP-3 inhibition	Hsp70 inhibitors
CC(C)(C)C(=O)Nc1cccc(C(=O)Nc2ccc(O)cc2)c1	1.6%	-4.4%
CC(C)(C)c1ccc(/C=C/C(=O)NCc2cccnc2)cc1	-0.2%	-2.4%
C=CCc1cccc(/C=N/NC(=O)c2cc(C(C)(C)C)[nH]n2)c1O	5.9%	-5.2%
Cc1cc(C(C)(C)C)ccc1OC(=O)Nc1ccccc1	-2.0%	4.1%
CC(C)(C)c1ccc(S(=O)(=O)N2CCN(CCC#N)CC2)cc1	5.0%	2.2%

Reformatted comma-delimited: entries from further up
structure,MKP-3 inhibition,Hsp70 inhibitors
O=C(Nc1cnn(Cc2ccccc2)c1)c1nc2ncccn2n1,-3.6%,1.1%
C#CCSC1=C(C#N)C(c2cccs2)C(C(=O)OCC)=C(C)N1 (stereo not given),4.3%,1.6%
Cc1ccsc1/C=C1\SC(N2CCN(C)CC2)=NC1=O,4.3%,-3.6%

Additional entries follow:
SMILES	MKP-3 inhibition	Hsp70 inhibitors
CC(C)CN(C(=O)COC(=O)C12CC3CC(CC(O)(C3)C1)C2)C1CCS(=O)(=O)C1 (stereo not given)	-7.4%	-5.0%
COc1ccc(N(C)C2=NS(=O)(=O)c3ccccc32)cc1	x	-1.4%
Cc1cc(NC(=O)CCCC(=O)NCc2cccs2)no1	-12.4%	1.6%
Cc1ccc(CNC(=O)/C=C/c2ccccc2)cc1	3.0%	-4.0%
C=CCNc1nc(-c2ccc(C)cc2C)cs1	2.5%	-3.3%
CSC1=NCCN1C(=O)c1ccc(S(=O)(=O)N(C)C)cc1	-6.5%	3.1%
Brc1ccc2ncnc(NCc3cccnc3)c2c1	0.6%	-2.3%
CCOC(=O)c1c(-c2ccccc2)c[nH]c1C	-0.6%	0.2%
Clc1ccccc1OCCCCN1CCCC1	-17.7%	0.5%
Cc1ccc(C(=O)Nc2cccc(-c3nc4ccccc4o3)c2C)cc1	4.7%	-5.8%
COc1ccccc1N1CCN(/N=C/c2ccccc2C)CC1	-3.9%	8.6%
CC(C)NC(=O)CSCc1ccccc1Cl	-0.6%	-4.0%
CCN(CC)C(=O)CCN1C(=O)/C(=C2\SC(=S)N(CCC(=O)N(CC)CC)C2=O)SC1=S	-3.6%	1.3%
CCCCn1c(N)c(Sc2ccc(C)cc2)c(=O)[nH]c1=O	9.4%	-3.6%
O=C(Nc1ccc2oc(-c3cccnc3)nc2c1)c1ccc(Br)o1	-3.2%	0.4%&-19.6%
CCN(CCCNC(=O)c1[nH]c(C)c(C(C)=O)c1C)c1ccccc1	-8.6%	3.9%
Cc1c(C(=O)Nc2ccccc2CO)cccc1[N+](=O)[O-]	1.8%	-8.5%
CC(=O)N(C)c1ccc(NC(=O)COc2ccc(Cl)cc2Cl)cc1	2.3%	2.2%
CCOC(=O)C1CCN(Cc2ccccc2C)CC1	x	-2.9%
Fc1ccc(Cn2ccc(-c3cnc(-c4ccccc4)s3)n2)cc1	x	-7.0%
O=C(NCCNC(=O)c1ccccc1O)c1ccccc1O	1.6%	-2.8%
CCOC(=O)C1CCN(C(=O)c2ccc(OC)cc2OC)CC1	-4.5%	2.1%
C=CCNC(=O)c1cc(=O)c2ccccc2o1	2.1%	2.2%
CC(C)c1nnc(NC(=O)c2sc3ccccc3c2Cl)s1	x	5.2%
O=c1oc2ccc(Br)cc2cc1-c1nc(-c2ccc([N+](=O)[O-])cc2)cs1	-3.4%	-1.9%

Some of the compounds tested; the hit share may differ from the screen's.
